IMPase cell inh – qHTS Assay for Identifying the Cell-Membrane Permeable IMPase Inhibitors; Inositol monophosphatase 1 (Rattus norvegicus), P97697; CHO-M1 cells, IP1 accumulation, HTRF TR-FRET ratio; inhibition (IP1 accumulation), % at 46.1 µM; 120,000 tested, under 10 active; active = well fitted curve in the direction sought with a large enough effect in the signal ratio, not every such curve was filed as active; inconclusive = small, poorly fitted or top-dose-only effect, or a change in a side signal; inactive = no such curve, though single readings can be large or run the other way; the % refers to the signal ratio;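 note: cells stimulated with carbachol in lithium chloride buffer; plate controls were DMSO basal wells for no effect and reference inhibitor wells for full effect; higher means more IMPase inhibition seen as more IP1 and lower FRET ratio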
Target sequence (P97697 whole entry, looked up): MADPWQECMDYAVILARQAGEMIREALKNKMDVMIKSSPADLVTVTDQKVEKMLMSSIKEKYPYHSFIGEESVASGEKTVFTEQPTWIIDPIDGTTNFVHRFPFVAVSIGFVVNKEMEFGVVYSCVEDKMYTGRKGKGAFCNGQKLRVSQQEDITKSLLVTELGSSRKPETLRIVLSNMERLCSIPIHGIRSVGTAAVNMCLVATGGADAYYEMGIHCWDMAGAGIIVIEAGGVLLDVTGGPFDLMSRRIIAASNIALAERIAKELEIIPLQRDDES
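Measured: the HTRF emission ratio (665/620 nm) plus the 620 nm donor channel, each fitted to the Hill equation to give AC50. Cells were CHO-M1 given compounds up to 46 uM and a 30 min carbachol stimulation at 37C.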
15-hLO-2 inh – qHTS Assay for Inhibitors of 15-hLO-2 (15-human lipoxygenase 2); Polyunsaturated fatty acid lipoxygenase ALOX15B (Homo sapiens), O15296; purified 15hLO-2, xylenol orange hydroperoxide absorbance; Potency, µM (top dose mostly 57.1 µM), for the others: top-dose activity change, negative = inhibition, usual class: inhibitors; hit rate 0.56% among 110,000; AID 881, 2007; note: potency is the fitted concentration of half-maximal effect; nearly all actives have a fitted effect of over 60% in size; many of its hits are not listed in these tables
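Screening format was qHTS against 50 nM purified 15hLO-2 in Hepes pH 7.5 with detergent. Activity follows hydroperoxide formation from 45 uM arachidonic acid, measured as 573:405 nm absorbance ratio of the ferric-xylenol orange complex.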
12-hLO inh – qHTS Assay for Inhibitors of 12-hLO (12-human lipoxygenase) | Potency, µM (titrated, usually from 57.1 µM), without a hit: at the highest dose activity change, negative = inhibition, usual class: inhibitors | Polyunsaturated fatty acid lipoxygenase ALOX12 (Homo sapiens), P18054 | purified 12-hLO, xylenol orange hydroperoxide absorbance | AID 1452, 2008 | hit rate 0.12% among 150,000; note: potency is the fitted concentration of half-maximal effect; nearly all actives have a fitted effect of over 55% in size; many of its hits are not listed in these tables
Target sequence (P18054 whole entry, looked up): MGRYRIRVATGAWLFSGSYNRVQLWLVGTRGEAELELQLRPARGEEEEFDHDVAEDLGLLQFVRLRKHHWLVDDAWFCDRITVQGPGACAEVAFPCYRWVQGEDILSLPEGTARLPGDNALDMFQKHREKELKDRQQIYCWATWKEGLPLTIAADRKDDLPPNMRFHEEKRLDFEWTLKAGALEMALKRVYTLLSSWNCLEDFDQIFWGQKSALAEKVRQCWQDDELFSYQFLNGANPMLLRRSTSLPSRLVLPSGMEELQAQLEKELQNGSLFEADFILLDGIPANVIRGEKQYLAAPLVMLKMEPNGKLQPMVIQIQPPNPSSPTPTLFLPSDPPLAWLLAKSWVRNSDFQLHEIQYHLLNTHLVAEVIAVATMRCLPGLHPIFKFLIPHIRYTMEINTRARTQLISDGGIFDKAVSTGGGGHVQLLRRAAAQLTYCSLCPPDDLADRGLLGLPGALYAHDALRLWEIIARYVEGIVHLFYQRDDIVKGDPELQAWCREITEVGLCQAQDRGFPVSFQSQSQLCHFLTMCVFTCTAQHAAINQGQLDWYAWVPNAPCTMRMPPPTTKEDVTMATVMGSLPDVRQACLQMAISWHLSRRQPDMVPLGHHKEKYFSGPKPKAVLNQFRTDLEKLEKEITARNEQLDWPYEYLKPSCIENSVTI
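150 nM 12hLO, 25 mM Hepes pH 7.0 + 0.01% Triton X-100; cpd preinc 15 min RT; 40 uM arachidonic acid, 30 min RT; Fe-XO 30 min; A573/A405 ratio as read-out.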
PNC inhibitor – High Content Assay for Compounds that inhibit the Assembly of the Perinucleolar Compartment. PC3M PTB-GFP, PNC prevalence imaging, 16 h; active compounds read low. activity change (PNC), negative = inhibition, % at 10 µM. hit rate 3.1% among 140,000;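 active = readout at or below -70, meaning at least 70% loss of cells showing the perinucleolar compartment, a nuclear body marking cancer cells; inconclusive = readout between -30 and a set limit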;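 note: plate controls were DMSO wells for no effect and camptothecin positive control wells for full effect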
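Compounds are pinned in duplicate onto adhered PC3M cells stably expressing GFP-tagged PTB and incubated 16 h at 37 C. Cells are then fixed, nuclei stained with Hoechst, and PNC-positive cells counted.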
* = called active by the depositor; ? = inconclusive; . = no result given; & = joins results of further samples; [ ] = dose if it differs, or a comment. Unless noted, calls come from the whole dose curve; as a rule, active = well fitted curve in the direction sought with a large enough effect; inconclusive = small, poorly fitted or top-dose-only effect, or another doubt; inactive = no such curve, though single readings can be large; an effect the other way counts as inactive or inconclusive. Unless noted, % is set by controls: 0 for no effect and ±100 for the full control effect.

SMILES	IMPase cell inh	15-hLO-2 inh	12-hLO inh	PNC inhibitor
CCCCN1C(=N)C(CC)(CC)C(=O)NC1=O	.	.	1%	-26
CCCCC(=O)N/N=C/c1c(O)n(CCc2ccc(OC)c(OC)c2)c(=O)[nH]c1=O	.	.	-1%	21
CCCn1ncc(C(=O)O)c1C	-5	-2%	-3%	9
CN(C)C(=O)CSc1nnc([C@@H](N)Cc2ccccc2)o1	6	-15%	1%	-28
Cc1ccc(C)c(OCC(=O)N2CCCN(C)CC2)c1	4	.	2%	-112*
CC(=O)OCC1=C(C(=O)[O-])N2C(=O)[C@@H](NC(=O)CCC[C@@H](N)C(=O)[O-])[C@@H]2SC1.[Zn+2]	6	-10%	-5%	.
CC1(O)C[C@]2(C)N(O)C3CCCC[C@@H]3N2O1 (stereo not given in full)	16[1.84 µM]	-17%[11.4 µM]	9%	?
Cc1ccc2c(c1)CC1(CN2C)C(=O)NC(=O)N(c2ccccc2C)C1=O (stereo not given)	-17	-13%	-5%	2
O=C(O)C(C(=O)O)P(=S)(S)c1ccccc1 (stereo not given)	.	-1%[11.4 µM]	-2%[11.4 µM]	.
N#Cc1cccc(NC(=O)N2CC3(CCN(C(=O)Oc4ccccc4)CC3)C2)c1	.	0%	-2%	.
N#Cc1cccc(NC(=O)N2CC[C@@]3(CCCN(C(=O)Oc4ccccc4)C3)C2)c1	.	0%	0%	.
Cc1nc2cc(C(=O)N3CCC4(CC3)OCCO4)ccc2n1-c1cccc(F)c1	1	5%	8%	-12
O=C(c1cccnc1)c1cc2ccccc2[nH]1	.	.	-2%	23
Cc1cccc(N2C(=O)/C(=C/c3ccc(N4CCN(C)CC4)o3)C(=O)NC2=S)c1C	.	.	-1%	13
Cc1cccc(OP(=O)(Oc2cccc(C)c2)OC(c2ccccc2)C(F)(F)F)c1 (stereo not given)	.	.	-1%	-3
CCOP(=S)(OCC)SCCSCC	.	-7%	-1%	.
Clc1cccc(Cl)c1C1N2CCCN12 (stereo not given)	-1	-2%	4%	60
O=C(c1ccccc1)[C@H]1[C@H](c2ccccc2[N+](=O)[O-])N1C1CCCCC1 (stereo not given in full)	.	-5%[11.4 µM]	1%[11.4 µM]	.
CC(=O)Nc1ccccc1C(=O)OCC(=O)c1ccccc1Cl	.	.	1%	-22
O=C(O)CF	.	3%	1%	.
Cc1cc(O)ccc1Cl	.	-6%	-3%	.
CN1[C@@H]2CC[C@H]1CC(OC1c3ccccc3CCc3ccccc31)C2 (stereo not given in full)	23[20.6 µM]	36%[activator][25.6 µM]	-2%[25.6 µM]	.
C[C@@H](C(=O)OC1C[C@H]2CC[C@@H](C1)N2C)c1ccc(Br)cc1 (stereo not given in full)	14	26%	-1%	.
Cc1nnc2n1-c1sc(CCC(=O)N3CCOCC3)cc1C(c1ccccc1Cl)=NC2	.	7%	4%	.
Cc1cc(Oc2ccc(C(F)(F)F)cc2[N+](=O)[O-])c2c3c(c(=O)oc2c1)CCC3	.	.	0%	6
COc1cccc2c1C(=O)c1c(O)c3c(c(O)c1C2=O)C[C@](O)(/C(C)=N\O)C[C@@H]3O[C@H]1C[C@H](N)[C@@H](O)[C@H](C)O1	.	20%[11.4 µM]	0%[11.4 µM]	.
Oc1ccc(Cl)c(Cl)c1Cl	.	-8%	2%	.
CC(C)OP(=O)(OC(C)C)C(O)c1ccccc1F (stereo not given)	-6	.	-4%	?
CNC(C)(C)Cc1ccccc1	-8[20.6 µM]	-6%	-2%	.
CCOC(=O)c1c(N)n(Cc2ccccc2)c2nc3ccccc3nc12	-10	-27%	-13%	13
NCC1(c2ccc3c(c2)OCCO3)CCCC1	-2	0%	5%	?
C/C(=N\Nc1cccc2ccccc12)c1c(O)n(Cc2ccccc2)c(=O)[nH]c1=O	3	.	-23%	-26
O=C1/C(=C/c2cc([N+](=O)[O-])ccc2Cl)N2CCC1CC2	8	-12%	1%	-11
CCOC(=O)C1SC2(C(F)F)CC1(O)c1c(c(OC)c3occc3c1OC)O2 (stereo not given)	6	4%	-2%	34
c1ccc2c(c1)Nc1ccccc1S2	.	5µM*	14µM*	-19
Cc1ccc(NC(=O)CSc2nnc([C@@H](N)Cc3c[nH]c4ccccc34)o2)c(C)c1	11	0%	-18%	-20
O=C1C=C2C=C[C@H]3C[C@]2(O1)[C@@H]1CCCCN13	.	.	0%	19
CCN(CC)c1ccc(N=Cc2c(O)n(-c3ccccc3C)c(=O)[nH]c2=O)cc1	7	1%[2.29 µM]	-8%	10
CCCCn1c(O)c(C(C)=Nc2c(C)n(C)n(-c3ccccc3)c2=O)c(=O)[nH]c1=O	27	-1%	-2%	-6
C[C@]12CC[C@H](O)CC1=CC[C@@H]1[C@H]2CC[C@]2(C)C(=O)CC[C@H]12	11	-7%	-3%	.
COc1ccc(Br)cc1CN1CCN(CCO)CC1	10	6%	-4%	-23
Nc1ccncc1	0	2%[0.0915 µM]	-4%	-20
COc1ccc(CN2C(=O)CC(=O)NC2=O)cc1	-1	-2%	-12%	35
CCOc1ccc(CC2C(=O)NC(=O)N(c3ccc(CC)cc3)C2=O)cc1 (stereo not given)	?	-7%	-3%	34
CS(=O)c1ccc(-c2nc(-c3ccc(F)cc3)c(-c3ccncc3)[nH]2)cc1 (stereo not given)	-12&-12	30%&19%[activator]	-4%&2%	.
CC(C)(C)C(=O)OCC12CCC(O1)C1(C)C(=O)OCC21 (stereo not given)	.	.	22%	-14
CC1(C)[C@@H]2CC[C@]1(C)CN(CCC[N+](C)(C)C)C2	.	-5%[11.4 µM]	0%[11.4 µM]	.
CCOC(=O)C(O)(c1ccc(NC(=S)NC(=O)c2ccc(Cl)cc2Cl)c(C)c1)C(F)(F)F (stereo not given)	.	.	?	-15
COCCOC(=O)c1c(N)n(Cc2ccccc2)c2nc3ccccc3nc12	-4	-21%	-15%	-22
CC[C@H]1CN2CCc3cc(OC)c(OC)cc3[C@H]2C[C@@H]1C[C@H]1NCCc2c1[nH]c1ccc(O)cc21	.	25%[11.4 µM]	2%[11.4 µM]	.
CC1CC(NC(=O)C2C3CCC(O3)C2C(=O)O)CC(C)(C)C1 (stereo not given)	.	.	-4%	10
Fc1ccccc1CCNCc1cccc(Cl)c1Cl	0	26%	-1%	-8
CCN(CC)C(=O)N[C@H]1C[C@@H]2c3cccc4[nH]cc(c34)C[C@H]2N(C)C1	.	.	0%	21
CNC(=S)N/N=C1\C2CN3CCN(C2)CC1(c1ccccc1)C3	.	.	-1%	-18
Cc1cc([P+](=O)O)c(C)n1-c1ccc(Br)cc1	8	14%	0%	11
CCOc1ccc(N2C(=O)NC(=O)/C(=C\c3cc(OC)c(OC)cc3[N+](=O)[O-])C2=O)cc1	.	.	-15%	-3
O=c1c2ccccc2nc(N2CCCC2)n1-c1ccc(Cl)cc1	12	6%	3%	29
CCN1CCN(C(=O)COc2ccc(S(=O)(=O)NC(C)C)cc2)CC1	3	.	5%	250
O=C1C2CCCN2C(c2ccccc2)N1c1ccccn1 (stereo not given)	2	-4%	-2%	-26
O=C1NC(=O)C2(Cc3ccccc3N3CCCC32)C(=O)N1c1ccccc1 (stereo not given)	-7	-12%	-8%	?

Following part
SMILES	IMPase cell inh	15-hLO-2 inh	12-hLO inh	PNC inhibitor
COC1C(O)C(C)O[C@H](OC2CC[C@@]3(C=O)C4CC[C@]5(C)C(C6=CC(=O)OC6)CC[C@@]5(O)C4CC[C@@H]3C2)C1O (stereo not given in full)	.	5%	2%	.
COc1ccc(-n2c(O)c(C(C)=NC3CC3)c(=O)[nH]c2=O)cc1	-12	0%	3%	-26
c1ccc(OCC2CO2)cc1 (stereo not given)	.	-12%	-2%	.
CCOC(=O)c1c(NC(=O)C(c2ccccc2)c2ccccc2)sc2c1C1CCN2CC1	9	37%[activator]	0%	16
Cn1cccc1CNCCc1ccc(F)cc1	.	.	2%	-13
Oc1cc(Cl)ccc1Oc1ccc(Cl)cc1Cl	.	-15%[0.0915 µM]	-5%[0.00818 µM]	.
CC[C@@H]1CN2CC[C@@H]1C[C@H]2[C@H](O)c1ccnc2ccc(OC)cc12	3	22%	0%	.
NCCP(=O)(O)O	.	-12%[11.4 µM]	0%[11.4 µM]	.
N#CCCN	6	3%	-4%	.
CCc1c(C(=O)OC)ncc2[nH]c3cc(OC)c(OC)cc3c12	12	-12%	-5%	.
Nc1c(Cl)c(Cl)nc(C(=O)O)c1Cl	.	-5%	3%	.
CCN(CC)CCCOC(=O)C(OC(C)C)(c1ccccc1)c1ccccc1	23	.	9%	-7
CNC(=O)CSP(=S)(OC)OC	.	5%	3%	.
O=P(OCCCl)(OCCCl)OCCCl	.	-5%	0%	.
Clc1ccc(CO/N=C(\Cn2ccnc2)c2ccc(Cl)cc2Cl)c(Cl)c1	.	52%[activator]	-8%	.
O=c1[nH]c(=O)n(CCc2ccccc2)c(O)c1C=NCCCn1ccnc1	0	10%	2%	-2
O=C(O)C1CN2CCC1CC2 (stereo not given)	3	5%	-2%	22
CCC(=NCCC1=CCCCC1)c1c(O)[nH]c(=O)[nH]c1=O	9	-1%	-4%	-28
O=C(COc1ccccc1)N1CCN(C/C=C/c2ccccc2)CC1	-2	16%	-2%	16
CC1CN=C(NCc2ccncc2)S1 (stereo not given)	3	1%	10%	-7
Oc1cccc(Cl)c1	.	-12%	3%	.
CN(C)C(=O)Nc1cccc(OC(=O)N(C)C)c1	-4	7%	1%	-26
CC(=NCc1ccco1)c1c(O)n(C)c(=O)n(C)c1=O	10	-4%	2%	-18

In the list so far, 15 contain four or more nitrogen atoms.
SMILES	IMPase cell inh	15-hLO-2 inh	12-hLO inh	PNC inhibitor
CCCCC(=O)N/N=C/c1c(O)n(CCc2ccc(OC)c(OC)c2)c(=O)[nH]c1=O	.	.	-1%	21
CN(C)C(=O)CSc1nnc([C@@H](N)Cc2ccccc2)o1	6	-15%	1%	-28
N#Cc1cccc(NC(=O)N2CC3(CCN(C(=O)Oc4ccccc4)CC3)C2)c1	.	0%	-2%	.
N#Cc1cccc(NC(=O)N2CC[C@@]3(CCCN(C(=O)Oc4ccccc4)C3)C2)c1	.	0%	0%	.
Cc1cccc(N2C(=O)/C(=C/c3ccc(N4CCN(C)CC4)o3)C(=O)NC2=S)c1C	.	.	-1%	13
Cc1nnc2n1-c1sc(CCC(=O)N3CCOCC3)cc1C(c1ccccc1Cl)=NC2	.	7%	4%	.
CCOC(=O)c1c(N)n(Cc2ccccc2)c2nc3ccccc3nc12	-10	-27%	-13%	13
C/C(=N\Nc1cccc2ccccc12)c1c(O)n(Cc2ccccc2)c(=O)[nH]c1=O	3	.	-23%	-26
Cc1ccc(NC(=O)CSc2nnc([C@@H](N)Cc3c[nH]c4ccccc34)o2)c(C)c1	11	0%	-18%	-20
CCN(CC)c1ccc(N=Cc2c(O)n(-c3ccccc3C)c(=O)[nH]c2=O)cc1	7	1%[2.29 µM]	-8%	10
CCCCn1c(O)c(C(C)=Nc2c(C)n(C)n(-c3ccccc3)c2=O)c(=O)[nH]c1=O	27	-1%	-2%	-6
COCCOC(=O)c1c(N)n(Cc2ccccc2)c2nc3ccccc3nc12	-4	-21%	-15%	-22
CCN(CC)C(=O)N[C@H]1C[C@@H]2c3cccc4[nH]cc(c34)C[C@H]2N(C)C1	.	.	0%	21
CNC(=S)N/N=C1\C2CN3CCN(C2)CC1(c1ccccc1)C3	.	.	-1%	-18
O=c1[nH]c(=O)n(CCc2ccccc2)c(O)c1C=NCCCn1ccnc1	0	10%	2%	-2

The list is partial, so the mix of outcomes need not match the whole.
